Source: PubChem BioAssay
697 NFkB inh: inhibitors of PMA/ionomycin-induced NF-kB reporter, 697 cells, primary screen, B-cell NF-kB inhibitor project, cell-based, luminescence, uHTS. 697 B-cell NF-kB luciferase reporter, 16 h. hit rate 0.33% among 330,000. inhibition, % at 4 µM. AID 435022, 2010; in the data active means inhibition above about 35%
UBC13 polyUb: UBC13 polyubiquitin chain formation inhibitors, primary screen, biochemical, TR-FRET, uHTS. hit rate 0.47% among 330,000. inhibition, % at 20 µM. Ubiquitin-conjugating enzyme E2 N (Homo sapiens), P61088; in the data active means inhibition above about 45%, passing the limit was not always enough
Target sequence (P61088 whole entry, looked up): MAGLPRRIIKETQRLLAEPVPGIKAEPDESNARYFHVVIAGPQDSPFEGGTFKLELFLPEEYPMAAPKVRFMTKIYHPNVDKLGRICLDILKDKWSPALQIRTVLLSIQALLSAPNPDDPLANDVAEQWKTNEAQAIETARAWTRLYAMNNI
CXCR6 inh: CXCR6 receptor inhibitors, primary screen, cell-based, beta-arrestin, luminescence, CHO-K1 PathHunter, 1536-well; C-X-C chemokine receptor type 6 (Homo sapiens), O00574; inhibition, % at 20 µM; hit rate 0.36% among 360,000; in the data active means inhibition above about 34%, passing the limit was not always enough;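 further: antagonist mode with CXCL16 agonist at 10 nM final; 0% = 10 nM CXCL16 with DMSO and 100% = unstimulated wells without agonist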
Gli-Sufu antag: Gli-Sufu pathway antagonists, primary screen, luciferase luminescence, Sufu-KO-LIGHT cells, uHTS | Sufu-KO-LIGHT fibroblasts, Gli luciferase reporter luminescence | inhibition, % at 5 µM | hit rate 0.74% among 340,000;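 active means inhibition above about 55%, limit read from the data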;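 further: 0% = DMSO-treated cells and 100% = wells with medium but no cells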
CCR6 antag: CCR6 receptor antagonists, primary screen, cell-based, CHO-K1, luminescence, beta-arrestin, uHTS | CHO-K1 CCR6 PathHunter beta-arrestin, CCL20-stimulated | hit rate 0.49% among 340,000 | C-C chemokine receptor type 6 (Homo sapiens), P51684 | inhibition, % at 20 µM;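 active means compounds whose inhibition of the agonist-driven luminescence signal at 20 µM reaches about 50%, limit read from the data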;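 further: cells stimulated with CCL20 at 14 nM final; plate controls were DMSO with CCL20 for no effect and DMSO without agonist for full effect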
EBI2 antag: EBI2 receptor antagonists, beta-arrestin recruitment, primary screen, cell-based, luminescence, 7a,25-OHC stimulation, uHTS; G-protein coupled receptor 183 (Homo sapiens), P32249; 7a,25-OHC stimulated; inhibition, % at 5 µM; hit rate 0.81% among 360,000; AID 651636, 2012; in the data active means inhibition above about 38%;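 further: enzyme fragment complementation signal reports receptor beta-arrestin coupling in cells; 0% = agonist plus DMSO wells and 100% = wells without agonist; some results beyond the cut were filed as inactive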
Target sequence (P32249 whole entry, looked up, the tested form may be a part): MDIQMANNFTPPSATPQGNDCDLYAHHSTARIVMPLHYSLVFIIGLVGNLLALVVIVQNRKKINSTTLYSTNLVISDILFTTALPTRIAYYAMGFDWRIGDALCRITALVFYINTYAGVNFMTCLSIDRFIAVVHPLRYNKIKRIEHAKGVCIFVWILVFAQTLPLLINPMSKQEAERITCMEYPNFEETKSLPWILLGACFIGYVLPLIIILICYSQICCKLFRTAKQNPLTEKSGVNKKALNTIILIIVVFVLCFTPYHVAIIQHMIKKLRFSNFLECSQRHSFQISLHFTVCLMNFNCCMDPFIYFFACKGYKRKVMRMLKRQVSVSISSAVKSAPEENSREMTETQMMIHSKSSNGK
APJ antag: antagonists of human apelin receptor APJ, primary screen, CHO-K1 cells, beta-arrestin complementation, luminescence; inhibition, % at 20 µM; P35414; hit rate 0.32% among 330,000; AID 2521, 2010;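 active means inhibition above about 40% at 20 µM, limit read from the data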;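 further: cells challenged with 10 nM apelin-13 agonist together with compound; plate controls were apelin-13 plus DMSO wells for no effect and DMSO wells lacking apelin-13 for full effect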
Target sequence (P35414 whole entry, looked up): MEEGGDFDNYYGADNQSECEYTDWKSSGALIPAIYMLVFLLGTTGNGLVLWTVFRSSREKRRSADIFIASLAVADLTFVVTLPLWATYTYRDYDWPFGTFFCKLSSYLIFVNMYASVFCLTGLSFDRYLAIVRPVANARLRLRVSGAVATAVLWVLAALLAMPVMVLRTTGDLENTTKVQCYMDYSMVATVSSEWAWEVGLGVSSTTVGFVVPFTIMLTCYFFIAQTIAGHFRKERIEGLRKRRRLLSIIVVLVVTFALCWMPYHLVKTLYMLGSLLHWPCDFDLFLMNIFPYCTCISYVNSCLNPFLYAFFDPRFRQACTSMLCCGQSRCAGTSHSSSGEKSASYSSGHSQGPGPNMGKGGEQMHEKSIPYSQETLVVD
Jurkat NFkB inh: inhibitors of induced NF-kB luciferase reporter, primary screen, TCR NF-kB activation inhibitor project, cell-based, luminescence, uHTS | hit rate 0.53% among 330,000 | Jurkat, PMA/ionomycin-induced NF-kB luciferase reporter | inhibition, % at 4 µM | AID 435003, 2010; in the data active means inhibition above about 50%
Starred values were filed as active, the others as inactive; x = not tested or not shown.

compound	697 NFkB inh	UBC13 polyUb	CXCR6 inh	Gli-Sufu antag	CCR6 antag	EBI2 antag	APJ antag	Jurkat NFkB inh
O=C(CSc1nnc(CNC(=O)c2ccco2)o1)Nc1cccc(F)c1	-8	-2	-1	2	5	-5	-56	25
Cc1ccc(C(C)(C)NC(=O)C2CCC(=O)N(CCCN3CCOCC3)C2)cc1 (stereo unspecified)	2	0	2	-3	10	4	-11	-2
Clc1cccc(NCc2nnc3n2CCCCC3)c1	-6	-7	6	26	-3	0	-10	-3
COCCc1nc2ccc(C(=O)N3CCCCC3COC)cc2o1 (stereo unspecified)	-6	-1	2	-2	4	-4	18	0
Cc1cc(C(=O)NCc2ccccc2Br)no1	-12	10	-5	-3	2	7	13	13
Cc1noc(C)c1COc1ccc(C(=O)N2CCN(c3ccccc3O)CC2)cc1	9	-2	5	18	-3	3	3	14
CCCn1c(=N)n(CC(O)c2ccc(C)cc2)c2ccccc21 (stereo unspecified)	-19	4	0	10	12	-7	15	11
COc1cccc(OCC(=O)NC2CCS(=O)(=O)C2)c1 (stereo unspecified)	7	-5	-8	-7	9	4	8	10
Cc1ccc(C2C3C(=O)N(c4ccccc4)C(=O)C3N3CCCN23)cc1 (stereo unspecified)	-2	-7	-10	9	15	5	-18	-13
CCCN1Cc2cccc(C(N)=O)c2C1=O	7	4	-9	10	-6	2	20	0
Cc1cc(C)cc(N(CC(=O)N2CCc3ccccc32)S(=O)(=O)c2c(C)noc2C)c1	20	-4	3	1	5	10	-6	8
CC(C)OC(=O)c1sc2nc(-c3ccccc3)ccc2c1N	-276	17	-7	9	-12	48*	7	-290
CC(Sc1nccn1C)C(=O)Nc1ccc(Cl)cn1 (stereo unspecified)	3	-4	2	19	-6	-15	12	2
COc1ccc(NC(=O)CNC(c2ccccc2)c2ccccc2)cc1	-17	4	-1	-1	9	-21	-11	-16
Cc1ccc2cc(CN(C(=O)c3cccs3)c3ccccc3)c(=O)[nH]c2c1	15	-5	-33	5	18	8	-3	8
CCN(CC)C(=O)Oc1cc(COC)nc(-c2ccccc2)n1	-13	-2	-4	2	5	-14	5	5
Cc1cc(C(=O)NNC(=O)c2cccs2)nn1C(C)(C)C	20	6	0	-13	11	-3	-25	-6
CCOC(=O)C1CCCN(C(=O)CN(c2ccc(OC)cc2)S(=O)(=O)c2c(C)noc2C)C1 (stereo unspecified)	16	1	-2	-2	5	-2	-3	8
Cc1cc(Nc2ccc(F)cc2F)n2ncnc2n1	9	-6	-7	-5	-7	-6	9	12
COc1cc(C(=O)NCCNC(=O)c2cnccn2)cc(OC)c1OC	15	4	1	-7	7	-10	4	4
COc1ccc(NC(=O)c2ccco2)cc1NC(=O)c1cccs1	10	-3	3	2	-3	-1	5	2
Cc1cc2c(ncn2C(C)C)c(NS(=O)(=O)c2ccc(F)cc2)c1C	-2	9	-6	3	7	0	1	-11
Nc1ccccc1N1CCOCC1	9	-4	-6	-3	11	2	12	2
CN(CCOc1cccc2ccccc12)Cc1ccccc1	3	4	-4	8	7	-6	-10	-11
O=C(O)CCn1c(SCc2cccc3ccccc23)nc2ccccc21	-16	-11	-3	5	-3	-2	-4	11
Cc1[nH]c2ccc(C(=O)NCCN3CCCCCC3)cc2c1C	-2	17	-9	9	2	-3	12	-3
Cn1[nH]cc(C=NC(N)=O)c1=O	x	x	-7	-14	0	0	x	x
COC(=O)[C@@]1(C)[C@H]2C(=O)N(Cc3ccccc3)C(=O)[C@H]2[C@H]2CN=C(SC)N21	-3	x	-6	-5	10	0	x	x
COc1cccc(CNCc2ccc(C(=O)O)cc2)c1OC	-19	5	4	0	8	2	-7	-25
CCCC(=O)NC1=C(C#N)C2(CCCC2)Cc2ccccc21	9	2	11	1	-20	13	-1	-5
NC(=O)c1ccccc1N/C=C/C(=O)c1ccco1	-50	-3	2	7	-3	9	15	-59
Cc1nn(-c2cc(C)c3ccccc3n2)c2c1CCC2	-50	5	-2	-19	21	25	-2	-41

Arranged by SMILES length (highest first): some entries from above
compound	697 NFkB inh	UBC13 polyUb	CXCR6 inh	Gli-Sufu antag	CCR6 antag	EBI2 antag	APJ antag	Jurkat NFkB inh
COc1ccc(NC(=O)CNC(c2ccccc2)c2ccccc2)cc1	-17	4	-1	-1	9	-21	-11	-16
Cc1cc(C(=O)NNC(=O)c2cccs2)nn1C(C)(C)C	20	6	0	-13	11	-3	-25	-6
CCCN1Cc2cccc(C(N)=O)c2C1=O	7	4	-9	10	-6	2	20	0

The list goes on.
compound	697 NFkB inh	UBC13 polyUb	CXCR6 inh	Gli-Sufu antag	CCR6 antag	EBI2 antag	APJ antag	Jurkat NFkB inh
CCOC(=O)C(=CNc1ccccc1N1CCOCC1)C(=O)OCC	-15	2	14	15	18	-1	7	8
CCOc1c(C)cc(S(=O)(=O)NCc2cccnc2)c(C)c1C	3	-3	-22	22	-1	7	8	8
CC(=O)C1(O)C(C)CC2C3CC(F)C4(O)CC(O)CCC4(C)C3CCC21C (stereo unspecified)	x	x	-4	-2	-8	14	x	x
CN(CC(=O)NC1CCCc2ccccc21)C1CCCCC1 (stereo unspecified)	15	8	7	10	1	-6	9	10
Cn1c(N)c(C(=O)COC(=O)c2cc(C3CC3)nc3ccccc23)c(=O)n(C)c1=O	1	27	-4	-2	15	-3	0	2
CC(C)(C)OC(=O)N1CCC(CC2CC(c3cccc(Br)c3)=NO2)(C(=O)O)CC1 (stereo unspecified)	-6	-19	2	15	-8	-1	-4	13
CC(=O)Nc1ccc2c(c1)C(=O)c1cccc(C(=O)O)c1-2	x	x	1	-14	5	1	x	x
Cc1ccc(S(=O)(=O)N2CCN(S(C)(=O)=O)C2c2ccccc2)cc1 (stereo unspecified)	5	-8	4	4	6	0	-3	-7
Cc1c2cnn(-c3ccccc3)c(=O)c2c(C)n1CCCC(=O)N1CCN(c2ncccn2)CC1	x	x	3	-1	14	-8	x	x
Cc1ccc(S(=O)(=O)N2CCCc3cc(NC(=O)c4c(F)cccc4F)ccc32)cc1	-36	0	0	41	8	5	-14	5
COCCCNC(=O)CSC1=Nc2ccccc2C2=NC(Cc3c[nH]c4ccccc34)C(=O)N12 (stereo unspecified)	9	-2	-7	-18	9	3	-3	7
CC1CCN(CCCn2c(SCC(=O)Nc3ccccc3Cl)nc3ccccc3c2=O)CC1	-21	28	6	40	10	15	12	-4
COc1ccccc1C(=O)N1c2ccccc2Sc2ccccc21	7	1	1	x	23	14	12	-2
COc1ccc(OCCCN2CCCC(C)C2)cc1 (stereo unspecified)	-4	7	2	-25	-3	-6	20	-10
O=C(CNC(=O)c1ccc2ccccc2c1)NC1CCCCC1	5	11	3	-19	0	12	-6	-4
N=C1c2ccccc2CN1NC(=O)COc1ccc(Cl)cc1	9	3	1	1	-5	-4	5	0

Complete entries, quoted from the list:
CC(C)OC(=O)c1sc2nc(-c3ccccc3)ccc2c1N is listed with 697 NFkB inh: -276; UBC13 polyUb: 17; CXCR6 inh: -7; Gli-Sufu antag: 9; CCR6 antag: -12; EBI2 antag: 48*; APJ antag: 7; Jurkat NFkB inh: -290
Cc1cc(Nc2ccc(F)cc2F)n2ncnc2n1 is listed with 697 NFkB inh: 9; UBC13 polyUb: -6; CXCR6 inh: -7; Gli-Sufu antag: -5; CCR6 antag: -7; EBI2 antag: -6; APJ antag: 9; Jurkat NFkB inh: 12

(continued)
compound	697 NFkB inh	UBC13 polyUb	CXCR6 inh	Gli-Sufu antag	CCR6 antag	EBI2 antag	APJ antag	Jurkat NFkB inh
CSc1nc2ccccc2c(=O)n1Cc1ccc(F)cc1	10	2	-1	-9	16	3	-7	-6
O=C(COC(=O)C1CC1)NCCc1ccc(Cl)cc1	11	0	-2	-4	5	5	-38	-14
CC(C)N(C)Cc1nnnn1CC(=O)N(C)Cc1ccc(F)cc1	6	4	13	3	12	3	-9	0
O=C(COC(=O)c1ccc(Cl)cc1O)NC(=O)C1CCCCC1	15	13	4	-1	4	-10	-1	3
Cc1ccc(NC(=O)Cn2cccc2)c(Br)c1	3	3	3	1	-11	-5	14	-5
COc1ccc(OC)c(NC(=O)c2nc(-c3ccccc3)oc2C)c1	-2	11	6	12	-2	-3	-3	6
CCn1c(SCc2ccc(Cl)c(Cl)c2)nnc1C(C)NC(=O)c1ccc(OC)cc1 (stereo unspecified)	14	-4	-5	-1	16	3	-24	5
Cc1c(Cl)cccc1N(CC(=O)N1CCCCCC1)S(C)(=O)=O	-10	3	-10	2	-19	-1	-15	11
CCCCOc1ccc(C(=O)NCCOc2cccc(OC)c2)cc1	-1	1	4	3	7	2	-15	-21
COc1ccc(C(O)c2nccc3cc(OC)c(OC)cc23)cc1OC (stereo unspecified)	3	13	1	4	2	2	-3	10
COc1ccc(CNC(=O)C[C@H]2C[C@H](C(=O)N(C(C)C)C(C)C)[C@@]3(C)c4[nH]c5ccc(Cl)cc5c4CCN3C2=O)cc1OC	2	x	4	-7	12	7	x	x
CCCCOc1cccc(-c2cc(C(=O)NNC(=S)NCC)c3ccccc3n2)c1	-8	-36	0	-8	8	4	9	-9
Cc1cc(NC(=O)CSc2nc(=O)n(CCN(C)C)c3c2CCCC3)no1	10	1	-2	1	14	-4	-9	12
CCCCCCCC(O)CC(CC1CCCCC1)C(=O)NN (stereo unspecified)	8	-7	3	-6	13	5	-3	0
COCCCNC(=O)C1CC(=O)OC1c1ccc(OC)c(OC)c1 (stereo unspecified)	-11	-3	-1	9	-7	8	-14	1
Cc1cc(C)nc(SCC(=O)Nn2cnnc2)n1	-3	4	-4	3	9	-10	7	-3
CCn1c(SCC(=O)O)nnc1-c1cc2c(C)nn(-c3ccccc3)c2s1	13	8	2	-6	2	-8	3	13
COc1ccc(-c2c(-c3ccccc3OC)sc3ccccc23)cc1C=O	-40	-11	-2	-3	-6	-9	-2	-9
CCOc1ccc(NC2c3ccccc3C(=O)N2Cc2ccc3c(c2)OCO3)cc1 (stereo unspecified)	-48	10	-3	-7	17	0	26	4
CSc1ccccc1NC(=O)c1cc2c(=O)n3ccccc3nc2s1	-19	-3	-17	-8	-2	0	-15	-41
COC(=O)c1c(NC(=O)c2ccco2)sc2c1CCN(C(C)C)C2	1	-1	3	17	9	-11	16	-20

Compounds were not picked by outcome; about 3% have a hit in one of these screens.
